Compound activity as filed in PubChem BioAssay.
HIV peptide binding = cell-free HIV fusion peptide-binding blockers – biochemical, uHTS, fluorescence dequenching, primary screen (AID 1986); cell-free peptide binding, fluorescence dequenching, 30 min; higher % means a stronger effect; one-dose inhibition, % at 20 µM; IC50 in µM for titrated hits; actives 0.3% (n = 290,000); in the data active = inhibition mostly above about 52%, no sharp cut-off; inactive = mostly below about 76%; note: some results filed as inactive read as strong as hits
KOR beta-arrestin-1 = kappa opioid receptor blockers – cell-based, luminescence, uHTS (AID 1778); actives 0.091% (n = 290,000); inhibition, % at 10 µM, or IC50 in µM where a hit was titrated; KOR beta-arrestin recruitment, luminescence, antagonist mode; higher % means a stronger effect; note: strong numbers were not always called active
Yfh1-off respiration = mitochondrial function rescue without frataxin homolog – Friedreich's ataxia, plus single-dose screen, dose response (AID 1465) | one-dose fold induction at 50 µM; EC50 in µM for titrated hits | S. cerevisiae Yfh1-off respiration, WST-1 reduction, 72 h; higher fold induction means a stronger effect | actives 0.074% (n = 220,000);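 active = fold induction of absorbance versus untreated yeast above a set limit, then at least 30% activation at any dose in follow-up; inconclusive = repeats straddling the limit, or above it without dose testing; inactive = fold induction below the set limit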;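 note: activators that raise dye reduction in frataxin-depleted yeast; strong numbers were not always called active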
KOR beta-arrestin-2 = KOR agonists, beta-arrestin recruitment, primary screen, cell-based, luminescence, uHTS (AID 1777); KOR beta-arrestin recruitment, luminescence; higher % means a stronger effect; activation, % at 10 µM, or EC50 in µM where a hit was titrated; actives 0.02% (n = 280,000); in the data active = activation above about 50%, passing the limit was not always enough; note: a part of the inactive calls stands beside numbers as strong as those of hits
NOD2 inhibition = NOD2 signaling inhibitors, cell-based, luminescence, uHTS, HEK293 (AID 1566) | inhibition, % at 4 µM, or EC50 in µM where a hit was titrated | actives 0.63% (n = 290,000) | HEK293 NOD2/NF-kB luciferase reporter, luminescence; higher % means a stronger effect; note: many of its hits are not listed in these tables
West Nile antiviral = West Nile virus antiviral activity, cell-based, CPE readout (AID 1621); West Nile virus-infected cells, CPE inhibition; higher % means a stronger effect; CPE inhibition, % at 10 µM, or IC50 in µM where a hit was titrated; actives 0.02% (n = 290,000); in the data active = a potency from the dose series; inconclusive = CPE inhibition mostly from about 3.7% at the one dose, without a potency; inactive = the rest, 99 in 100 with CPE inhibition below about 2.2%; note: strong numbers were not always called active
NOD1 NF-kB reporter = inhibition of NOD1-driven NF-kB reporter – cell-based, luminescence, uHTS, primary screen (AID 1578) | actives 1% (n = 290,000) | NOD1-driven NF-kB luciferase reporter cells, luminescence; higher % means a stronger effect | inhibition, % at 4 µM; hits with a dose series show EC50 in µM; in the data active = inhibition mostly above about 36%, no sharp cut-off; inactive = mostly below about 34%;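 note: HEK-293T reporter cells stimulated with the NOD1 agonist gamma-tri-DAP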
NS5 inhibitors = flavivirus cap methylation enzyme inhibition – biochemical, confirmation dose response, primary screen (AID 588689); Dengue-2 NS5 methyltransferase capping enzyme assay, biochemical; higher % means a stronger effect; inhibition, % at 25 µM, or IC50 in µM where a hit was titrated; actives 0.3% (n = 340,000); in the data active = a potency from the dose series; inconclusive = inhibition above about 29% without an active follow-up result
AID2073 = disruptors of CaV2.2 binding to Mint1 – biochemical, HTRF (AID 2073). inhibition, % at 20 µM, or IC50 in µM where a hit was titrated. actives 0.19% (n = 290,000). HTRF protein-protein interaction, Mint1-CaV2.2; higher % means a stronger effect; in the data active = inhibition mostly above about 51%, no sharp cut-off; inconclusive = no clear call, values can overlap the other calls; inactive = mostly below about 53%; note: some results filed as inactive read as strong as hits
NS5 inhibitors pilot replicate = further read-out of NS5 inhibitors, marked with its call; inhibition, %; measured here: pilot screen replicate inhibition
Starred values were filed as active, the others as inactive; i = inactive; ? = inconclusive; nt = no result given; [ ] = another dose, or the depositor's remark. Cut-off read from the data, not from the text of the source, unless noted: active = inhibition above about 50%; inactive = the rest.

SMILES | HIV peptide binding | KOR beta-arrestin-1 | Yfh1-off respiration | KOR beta-arrestin-2 | NOD2 inhibition | West Nile antiviral | NOD1 NF-kB reporter | NS5 inhibitors | AID2073 | others
CCOC(=O)C1CCN(C(=O)C(C)N(c2ccc(Oc3ccccc3)cc2)S(C)(=O)=O)CC1 (configuration not stated) | -1.1% | 0% | i | -5.0% | 34% | 0.3% | -17% | -10% | -9%
O=C(O)CCN1CCN(S(=O)(=O)c2ccc3ccccc3c2)CC1 | -0.7% | 6% | nt | -4.3% | -8% | -0.1% | -19% | 0% | 11%
Cc1cccc(/C=N/NC(=O)c2cc(C)nc3ccccc23)n1 | -1.4% | -31% | nt | -8.1% | 21% | 0.3% | -12% | 5% | -1%
Cc1ccccc1NC1=NCC(c2ccc([N+](=O)[O-])cc2)S1 (configuration not stated) | -1.5% | -32% | i | 3.9% | -36% | 2.0% | 22% | -2% | -3%
O=C(NCCc1ccccn1)c1ccc(COc2ccccc2)o1 | 2.2% | 0% | i | 0.6% | -3% | 1.1% | -33% | -3% | 26%
Cn1ccnc1SC(C(=O)O)c1ccccc1 (configuration not stated) | -0.3% | -29%[20 µM] | nt | 8.7% | -2% | -0.2% | -5% | -5% | 14%
Cc1cc(C)c2c(=O)[nH]c(SCC(=O)N(C)C)nc2n1 | -2.8% | -10% | i | 1.7% | 26% | 0.6% | 17% | -1% | -1%
CCCCC1(C(=O)OCC)NC(c2ccc(O)cc2)C2C(=O)N(c3ccccc3)C(=O)C21 (configuration not stated) | 0.6% | -40%[20 µM] | nt | 2.5% | 6% | -1.8% | -2% | 4% | 4% | NS5 inhibitors pilot replicate=0.9
CC(C)(C)N(Cc1ccccc1)C(=O)COC(=O)CN1C(=O)C2CC=CCC2C1=O (configuration not stated) | -1.0% | 27% | nt | -8.2% | 3% | -0.2% | -29% | 1% | ?
COc1ccc(CN2CCN(C3CCC3)CC2CCO)c(F)c1 (configuration not stated) | 1.4% | -24% | nt | -0.8% | -9% | 0.2% | -15% | -9% | -5%
CCOc1ccc(NS(=O)(=O)c2ccc(N)cc2)cc1 | 0.0% | -20% | i | -0.6% | 1% | 0.0% | -13% | 0% | 0%
Cc1c(C(=O)Nc2ccc(N3CCOCC3)cc2)oc2ccccc12 | -0.1% | -33% | i | 27% | -25% | 0.3% | -40% | 5% | -1% | NS5 inhibitors pilot replicate=2.4

The final 2 compounds of the part before open the next one:
SMILES | HIV peptide binding | KOR beta-arrestin-1 | Yfh1-off respiration | KOR beta-arrestin-2 | NOD2 inhibition | West Nile antiviral | NOD1 NF-kB reporter | NS5 inhibitors | AID2073 | others
CCOc1ccc(NS(=O)(=O)c2ccc(N)cc2)cc1 | 0.0% | -20% | i | -0.6% | 1% | 0.0% | -13% | 0% | 0%
Cc1c(C(=O)Nc2ccc(N3CCOCC3)cc2)oc2ccccc12 | -0.1% | -33% | i | 27% | -25% | 0.3% | -40% | 5% | -1% | NS5 inhibitors pilot replicate=2.4
Cc1ccc(OCC(=O)Nc2ccccc2C(=O)N2CCCCC2)cc1 | 1.4% | 36% | nt | 1.5% | 1% | -0.7% | -24% | 0% | -5%
c1ccc(OCCSc2nnnn2C2CCCCC2)cc1 | 0.4% | -12% | nt | 0.6% | -172% | nt | -144% | -7% | -13%
CC(=O)Nc1nc(N2C(=O)c3ccccc3C2=O)n(-c2ccccc2)n1 | 1.7% | -33% | i | 5.7% | -11% | 0.1% | -2% | -4% | -4%
CCOCCCNC(=O)c1c[nH]c2c(CC)cccc2c1=O | -0.7% | -18%[20 µM] | i | nt | -3% | -0.2% | -33% | -4% | 0%
COc1cc(C(c2c(C)[nH][nH]c2=O)c2c(C)[nH][nH]c2=O)cc(Cl)c1O | -0.5% | 35% | nt | -5.0% | -7% | 0.3% | 10% | -5% | 4%
COc1ccccc1N1CCN(C(=O)c2c(C)cc(=O)oc2C)CC1 | -1.8% | -64% | i | 5.4% | 3% | 0.1% | 24% | 3% | -3%
COc1ccc(NC(=O)CSc2nnnn2C2CCCCC2)cc1 | -0.6% | -40% | nt | -0.6% | -10% | -0.5% | -26% | 2% | 6%
Cc1ccc2c(C)c(C(=O)N3CCN(Cc4ccccn4)CC3)oc2c1C | 0.3% | 1% | nt | 0.6% | -3% | -0.8% | -18% | 1% | 9%
CC(C)C(C(=O)Nc1nccs1)N1C(=O)c2ccccc2C1=O (configuration not stated) | 0.8% | -31%[20 µM] | i | -9.3% | 1% | 0.1% | -22% | 7% | 0%
O=C(Nc1cccc(-c2nc3ccccc3s2)c1)c1cc(-n2cnnc2)ccc1Cl | 1.7% | -20% | i | 1.4% | -75% | -0.5% | -62% | -8% | 10%
Cc1cc2ncc(-c3ncc(C(F)(F)F)cc3Cl)cn2n1 | 1.1% | -19% | i | -3.6% | -43% | 0.6% | -32% | -4% | 0%
N/C(=N\OC(=O)CN1C(=O)c2ccccc2C1=O)c1ccc(Cl)cc1 | 0.7% | -24% | i | -1.7% | 4% | 0.0% | -29% | -8% | 24%
O=C(NC(=S)Nc1ccccc1N1CCCC1)c1ccccc1[N+](=O)[O-] | -2.0% | 14% | i | -4.0% | -10% | ? | 9% | -6% | -1%
Cc1ccc2nc3sc(C(=O)Nc4c(C)[nH]c(=O)[nH]c4=O)c(N)c3cc2c1 | 6.0% | 25% | i | -0.5% | 6% | -0.7% | -7% | -1% | 8%
COCCCNc1nc2c(c(=O)[nH]c(=O)n2C)n1CCCc1ccccc1 | -0.1% | -9% | i | -0.1% | -21% | 0.0% | -8% | 3% | -11%
CCOC(=O)c1nn(-c2ccc(F)cc2)cc1O | -1.2% | -6% | i | -4.8% | -29% | -0.3% | -37% | -7% | -10%
COc1cc(C(=O)NCc2nnc(SCC(=O)NCCc3ccccc3)o2)cc(OC)c1OC | 0.3% | -41% | nt | 11% | 10% | 0.5% | -4% | -3% | 13%
O=C(Cn1cnc([N+](=O)[O-])n1)N/N=C/c1ccc(O)cc1O | 3.5% | 0% | i | 0.4% | -11% | 0.4% | 24% | -3% | -6%
COc1cccc(-c2nnn(CC(=O)N3CCC(C)CC3)n2)c1 | 0.6% | 6%[20 µM] | nt | -5.4% | 10% | -0.7% | -28% | 3% | 1% | NS5 inhibitors pilot replicate=-3.3
CCOc1ccc(S(=O)(=O)Nc2nc3ccccc3nc2N2CCN(C)CC2)cc1 | 1.3% | 14% | i | 3.7% | -26% | -0.3% | -28% | 0% | 0%
COc1cccc(-n2nc3c(=S)[nH]nc(C)c3c2C)c1 | -4.4% | -13% | nt | 3.0% | 19% | nt | -2% | 4% | 30%
CC(C)(C)n1cnc2cc(NC(=O)c3ccco3)ccc21 | 0.0% | -29% | nt | 1.8% | -37% | 0.4% | -56% | -1% | -7%
OCC[C@@H]1C[C@H](O)[C@@H](O)[C@]2(CCCc3ccccc3O2)O1 | 1.1% | -12%[20 µM] | nt | -2.3% | 22% | -0.1% | 11% | 7% | 0%
COc1cccc(NC(=O)Nc2nnc(N3CCCCC3C)s2)c1 (configuration not stated) | -1.1% | 3% | nt | 1.1% | -5% | nt | 13% | 1% | -2%
C=CCn1c(COc2ccccc2)nnc1SC(C)C(=O)N/N=C/c1cc(Cl)ccc1O (configuration not stated) | 2.0% | -2% | i | 5.1% | 28% | -0.2% | 2% | -10% | 0%
Cc1cc(=O)[nH]c(/N=C(\N)Nc2ccc(SC(F)F)cc2)n1 | -0.9% | -10% | i | 0.0% | -1% | -1.4% | -26% | 2% | -2%
CC(C)NC(=O)c1cc(-c2cccs2)nc2ccccc12 | -0.4% | 29% | nt | 2.2% | 18% | -1.1% | -10% | 0% | 18%
CCc1ccccc1NC(=O)CN(C)Cc1nc(N)nc(Nc2ccccc2C)n1 | -1.8% | 8% | nt | -3.1% | 15% | nt | -23% | -5% | -1%
O=C(O)c1ccc(Cl)c(S(=O)(=O)NCc2cccnc2)c1 | 0.7% | -32% | i | 8.7% | -16% | 0.6% | -44% | -6% | -3%
Cc1cc(C(=O)COC(=O)c2ccc3c(c2)NC(=O)CS3)c(C)n1CC1CCCO1 (configuration not stated) | 9.4% | -9% | i | -3.3% | 11% | -0.8% | 1% | 3% | 1%
O=C(CSc1nnc(SCc2ccc(Cl)cc2)s1)N/N=C/c1ccccc1C(=O)O | 7.5% | 13% | i | -0.1% | 13% | -0.1% | 6% | 4% | -8%
Cc1[nH]c2ccccc2c1C(=O)CSC(=S)N1CCN(C)CC1 | -1.2% | 34% | i | 1.0% | -46% | 1.4% | -14% | 2% | -15%
CCOC(=O)c1c(CN2CCC(C)CC2)n(C)c2cc(Br)c(OC)cc12 | -1.5% | 10% | i | 2.3% | 9% | 0.6% | 3% | 7% | -8%
Cc1cc([N+](=O)[O-])ccc1NC(=O)c1sc2ncn(CC(=O)N3CCOCC3)c(=O)c2c1C | -1.1% | -34% | nt | 7.8% | 19% | -0.6% | -12% | -3% | 1%
COc1ccc(N2CCN(Cc3cc(=O)oc4cc(-c5ccccc5)c(O)cc34)CC2)cc1 | 5.2% | 16% | i | 4.7% | -11% | 3.1% | -4% | -1% | -8%
COc1ccccc1NC(=S)N1CCN(Cc2ccc3c(c2)OCO3)CC1 | -2.0% | -7% | i | 5.8% | 7% | 0.0% | -13% | 3% | -25%

An excerpt from above in order of molecular weight, rising:
SMILES | HIV peptide binding | KOR beta-arrestin-1 | Yfh1-off respiration | KOR beta-arrestin-2 | NOD2 inhibition | West Nile antiviral | NOD1 NF-kB reporter | NS5 inhibitors | AID2073 | others
CC(C)NC(=O)c1cc(-c2cccs2)nc2ccccc12 | -0.4% | 29% | nt | 2.2% | 18% | -1.1% | -10% | 0% | 18%
Cc1cc(=O)[nH]c(/N=C(\N)Nc2ccc(SC(F)F)cc2)n1 | -0.9% | -10% | i | 0.0% | -1% | -1.4% | -26% | 2% | -2%
COc1cccc(NC(=O)Nc2nnc(N3CCCCC3C)s2)c1 (configuration not stated) | -1.1% | 3% | nt | 1.1% | -5% | nt | 13% | 1% | -2%
Cc1[nH]c2ccccc2c1C(=O)CSC(=S)N1CCN(C)CC1 | -1.2% | 34% | i | 1.0% | -46% | 1.4% | -14% | 2% | -15%
COc1ccccc1NC(=S)N1CCN(Cc2ccc3c(c2)OCO3)CC1 | -2.0% | -7% | i | 5.8% | 7% | 0.0% | -13% | 3% | -25%
CCc1ccccc1NC(=O)CN(C)Cc1nc(N)nc(Nc2ccccc2C)n1 | -1.8% | 8% | nt | -3.1% | 15% | nt | -23% | -5% | -1%
CCOC(=O)c1c(CN2CCC(C)CC2)n(C)c2cc(Br)c(OC)cc12 | -1.5% | 10% | i | 2.3% | 9% | 0.6% | 3% | 7% | -8%
COc1ccc(N2CCN(Cc3cc(=O)oc4cc(-c5ccccc5)c(O)cc34)CC2)cc1 | 5.2% | 16% | i | 4.7% | -11% | 3.1% | -4% | -1% | -8%
Cc1cc([N+](=O)[O-])ccc1NC(=O)c1sc2ncn(CC(=O)N3CCOCC3)c(=O)c2c1C | -1.1% | -34% | nt | 7.8% | 19% | -0.6% | -12% | -3% | 1%
O=C(CSc1nnc(SCc2ccc(Cl)cc2)s1)N/N=C/c1ccccc1C(=O)O | 7.5% | 13% | i | -0.1% | 13% | -0.1% | 6% | 4% | -8%

A portion of the library. The share of hits here may be higher or lower than overall.
